ARNT TACC3 PPI = disruptors of ARNT/TACC3 protein interaction, primary screen, biochemical, AlphaScreen, single concentration; 390,000 tested, 0.66% active; AlphaScreen His-ARNT PAS-B/GST-TACC3 binding, luminescence; TACC3 fragment carries E629A point mutation; AID 623870, 2012; inhibition, % at 9.99 µM; Transforming acidic coiled-coil-containing protein 3 (Homo sapiens), Q9Y6A5;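 active means mean inhibition of replicates at least 50% and at least half of replicates each reaching 50%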;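 further: 0% = complete ARNT plus TACC3 wells and 100% = ARNT alone without TACC3; many hits fall short of the cut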
* hit, by the source's call.

SMILES | ARNT TACC3 PPI
CC(=O)Nc1cc2c(cc1NC(=O)Cn1nc(-c3ccccc3F)ccc1=O)OCCO2 | -4.4
COc1ccc(N(CC(=O)NC2CCCC2)C(=O)Cn2nnc(-c3ccc(C)cc3)n2)cc1OC | 21.0
O=C(CN1C(=O)c2ccccc2C1=O)N1CCCCC1 | -3.0
CCN(CC)c1nc(-c2cccc(OC)c2O)nc2ccccc12 | -6.8
CN(C(=O)c1cccnc1)c1nc(-c2ccccc2)cs1 | 0.2
COC(=O)c1ccc(NC(=O)CN2CCN(c3ccc(Cl)cc3)CC2)cc1 | -10.7
COc1ccc(OC)c(C(=O)c2ccc(C(=O)O)cc2)c1 | 0.8
COc1ccccc1N1C(=O)C2CC(C)=C(C)CC2C1=O (stereo unspecified) | -0.3
Cc1ccc(S(=O)(=O)Nc2cc(C(=O)N3CCOCC3)ccc2N2CCCCC2)cc1 | -7.1
COc1ccc(C2CCCN2C(=O)Nc2cccc(C(C)=O)c2)cc1OC (stereo unspecified) | -3.4
Cc1nc(SCC(C)C)[nH]c(=O)c1Cc1ccccc1 | -3.9
COc1ccc(-c2nnc(N(C)C(=O)C3CCOC3)s2)cc1 (stereo unspecified) | 24.5
CCOc1ccccc1C(=O)n1nc2nc(C)cc(C)c2c1N | -19.6
O=C(Nc1ccc(F)cc1)N1CCC(c2nc3c(nnn3Cc3cccc(Cl)c3)c(=O)[nH]2)CC1 | -1.3
CCC(C)[C@H](NC(=O)NCc1cccc(OC)c1)C(=O)O (stereo partly specified) | -6.9
CN(CCOc1ccccc1)c1ccc(S(=O)(=O)N2CCCCC2)cn1 | -7.2
O=S(Cc1ccc(Br)cc1)Cc1nnc(SCc2ccc(Cl)cc2)n1-c1ccccc1 (stereo unspecified) | -3.7
Cc1ccc(OC(=S)Nc2ccc(O)cc2)cc1 | -1.0
COC(=O)CSc1nc(SCc2ccccc2Cl)nc2c1CCCC2 | -5.7
CCn1c(CNc2ccc(Cl)cc2)nnc1SCC(=O)NCc1ccccc1 | -5.6
CCOc1cc2[nH]c(=O)n(CCC(=O)NCCc3ccc(OC)c(OC)c3)c(=O)c2cc1OCC | -8.3
Cc1cc(NC(=O)Nc2ccc(OCc3ccccc3)cc2)n(C)n1 | -3.2
O=C(Nc1ccc2c(c1)OCO2)C(c1ccccc1)N1CCC2(CC1)OCCO2 (stereo unspecified) | -0.3
CC(OC(=O)CN(C)S(=O)(=O)c1ccc(Cl)cc1)C(=O)Nc1ncc(Cl)cc1Cl (stereo unspecified) | 0.1
Cc1csc(NC(=O)CSc2nnnn2C)n1 | -31.0
COc1cccc(OC)c1C(=O)OCC(=O)Nc1ccc(OC(F)(F)F)cc1 | -9.8
O=C(CSc1nnc(-c2ccccc2)o1)NC1CCCCC1 | -2.3
O=c1oc2cc(Oc3ccc(C(F)(F)F)cc3[N+](=O)[O-])ccc2c2c1CCCC2 | 0.8
Cc1ccc(SCC(=O)NC(C)(C)C)cc1 | -3.5
COc1ccc(Cl)cc1S(=O)(=O)N1CCCC1 | -6.2

New compounds follow
SMILES | ARNT TACC3 PPI
CCCn1c(NCc2ccco2)nc2c1c(=O)n(C)c(=O)n2C | 5.4
O=C(CCCc1cccs1)Nc1nc2c(s1)CCCC2 | 7.3
COc1ccccc1NC(=O)c1c(C)oc2c1CCCC2 | 0.1
Cc1nnc(SC(C)C(=O)N2CCc3ccccc32)s1 (stereo unspecified) | -4.8
O=S(=O)(NCc1cccnc1)c1ccc(Cl)s1 | 23.9
CCCCCCC(=O)N1CCN(c2cc3c(cc2F)c(=O)c(C(=O)O)cn3CC)CC1 | -6.4
CCOC(=O)c1cc(NC(=O)c2ccc(OC)cc2)c(=O)oc1-c1ccccc1 | 11.4
CCS(=O)(=O)N1CCC(C(=O)NCc2ccccc2OC)CC1 | -18.0
Cc1[nH]n(-c2ccc([N+](=O)[O-])cc2)c(=O)c1C=NCCN1CCN(C(=O)c2ccccc2)CC1 | 1.7
O=C(CCN1C(=O)c2ccccc2C1=O)NCc1ccncc1 | 1.6
CC1CN(C(=S)c2cccc([N+](=O)[O-])c2)CC(C)O1 (stereo unspecified) | -3.7
Cn1nc(C(F)(F)F)c(C#N)c1N1CCN(c2ccccc2F)CC1 | -1.2
O=C1c2ccccc2C(=O)C1c1ccnc2ccccc12 | 11.8
Cc1csc(SCC(=O)Nc2cccc3nsnc23)n1 | -40.5
CCOC(=O)c1ccc(NC2=CC(=O)C(=O)c3ccccc32)cc1 | 25.6
O=C(CN1C(=O)CCC1=O)Nc1ccc(S(=O)(=O)N2CCOCC2)cc1 | -25.7
COc1ccc(-c2cc(C(F)(F)F)nc(SCC(=O)NCc3ccco3)n2)cc1OC | -5.3
c1ccc(N2CCN(c3ccccc3)C2c2cccnc2)cc1 | -3.2
c1ccc(CCn2nnnc2CN2CCc3ccccc32)cc1 | 5.1
CCc1cc2c(SCC(=O)c3ccccc3)ncnc2s1 | -4.8
Cc1ccc(-n2c(SCC(=O)Nc3cc(C)on3)nc3ccccc3c2=O)cc1 | -7.0
O=C(c1ccco1)N1CCN(S(=O)(=O)c2ccc(S(=O)(=O)NC3CCCCC3)cc2)CC1 | -9.9
COc1ccc([C@@H]2[C@@H]3C(=O)N(C(C)(C)C)C(=O)[C@@H]3[C@]3(C)C(=O)N(c4cccc(Br)c4)C(=O)N23)cc1 | 1.0
Cc1cccc(NC(=O)c2sc(Cl)nc2-c2ccccc2)c1 | -4.5
Cc1ccc(N2CC3=C(C2=O)C(c2ccccc2)NC(=O)N3C)cc1 (stereo unspecified) | -6.0
C#CCn1c(=NC(=O)CSC(C)=O)sc2cc(F)ccc21 | -4.5
C#CCOc1ccc(OC)cc1C(c1c(C)[nH][nH]c1=O)c1c(C)[nH][nH]c1=O | 36.6*
O=C(CCCN1C(=O)c2ccccc2C1=O)Nc1ccccc1C(=O)N1CCOCC1 | -4.1
O=C(O)c1cccc(NC(=O)C23CC4CC(C2)CC(n2cnc(Cl)n2)(C4)C3)c1 | 2.6
O=C(Nc1ccccc1)OCCNC(=O)c1ccccc1 | -4.6

The list goes on; it opens with the 6 that closed the last part.
SMILES | ARNT TACC3 PPI
Cc1ccc(N2CC3=C(C2=O)C(c2ccccc2)NC(=O)N3C)cc1 (stereo unspecified) | -6.0
C#CCn1c(=NC(=O)CSC(C)=O)sc2cc(F)ccc21 | -4.5
C#CCOc1ccc(OC)cc1C(c1c(C)[nH][nH]c1=O)c1c(C)[nH][nH]c1=O | 36.6*
O=C(CCCN1C(=O)c2ccccc2C1=O)Nc1ccccc1C(=O)N1CCOCC1 | -4.1
O=C(O)c1cccc(NC(=O)C23CC4CC(C2)CC(n2cnc(Cl)n2)(C4)C3)c1 | 2.6
O=C(Nc1ccccc1)OCCNC(=O)c1ccccc1 | -4.6
CN(C)CC(=O)Nc1cc(C(F)(F)F)ccc1Cl | -5.5
CN(C)C(=O)c1ccc(COc2ccccc2Br)o1 | -7.6
Cc1ccc(-c2cc(C(F)F)nc(NCC3CCCO3)n2)cc1 (stereo unspecified) | -15.4
Cc1ccc(SC(C)C(=O)Nc2ccc(S(=O)(=O)N3CCOCC3)cc2)cc1 (stereo unspecified) | -4.6
COc1ccc(S(=O)(=O)Nc2nc3n(n2)C(c2ccc(Cl)cc2)CC(=O)N3)cc1 (stereo unspecified) | -5.2
CCn1c(SCC(=O)NCc2ccco2)nnc1-c1cccs1 | 1.0
Cn1c(Cn2cnc3ccccc32)nc2ccccc21 | 2.9
Cc1ccnc(NC(=O)c2ccc(Cl)c(NC(=O)c3ccccc3C)c2)c1 | -12.1
CCOC(=O)C1CCN(C(=O)CNS(=O)(=O)c2cccs2)CC1 | -4.9
O=C1c2ccccc2-c2c1nc1c([n+]2[O-])CCCC1 | 1.1
O=C(Nc1cccc(-c2cn3ccsc3n2)c1)c1ccccc1 | 4.8
O=C(N/N=C/c1ccc(O)c(O)c1)C1c2ccccc2Oc2ccccc21 | -3.8
CCCNC1CCS(=O)(=O)C1 (stereo unspecified) | -4.3
CCOC(=O)c1[nH]c(=O)[nH]c1COC(=O)c1cc2ccccc2o1 | -9.1
Cc1ccc(-n2nc3c4c(cccc4c2=O)-c2ccccc2-3)cc1 | -4.3
CCC(C)SCc1nc2ccccc2[nH]1 (stereo unspecified) | -1.2
Cc1cccc(-c2cc3nc(-c4ccccc4)cc(N4CCC5(CC4)OCCO5)n3n2)c1 | -8.7
CS(=O)(=O)N(CC(N)=O)c1ccc2c(c1)OCO2 | -7.4
CCOc1cc(N2CCOCC2)c(OCC)cc1NC(=O)COc1ncnc2ccc(Br)cc12 | -4.3
CCOCCCNC(=O)C(c1ccc(C)cc1)N(Cc1ccc2c(c1)OCO2)C(=O)c1cnccn1 (stereo unspecified) | -4.8
N/C(=N/O)c1nc(N2CCCC2)nc(N(c2ccccc2)c2ccccc2)n1 | 0.3
COc1ccc(CSc2nnc(CNS(C)(=O)=O)o2)cc1 | -3.9
O=c1[nH]c2ccc(Cl)cc2c(-c2ccccc2)c1SC(=S)N1CCOCC1 | 10.7
CC(=O)Nc1ccc(-c2nnc(SCc3ccc(C)cc3)n2C)cc1 | -4.5
Cc1cc(C)n2cc(CSC3=NCCS3)nc2n1 | 4.2
CC1CCN(CCNC(=O)c2ccc(NC(=O)C3CCCO3)cc2)CC1 (stereo unspecified) | -13.7
Cc1cccc(Oc2coc3cc(OC(=O)c4cccs4)ccc3c2=O)c1 | -8.7
O=C(c1c(Cl)nc2sccn12)N1CCCc2ccccc21 | -7.4
CCC(C)C(NC=C1C(=O)OC(C)(C)OC1=O)C(=O)O (stereo unspecified) | 17.3
Cc1cccc(-c2cc3nc4c(c(NCc5ccco5)n3n2)CCCC4)c1 | 4.8

(cont.)
SMILES | ARNT TACC3 PPI
COc1cccc(N2CCN(C(=O)c3ccc(=O)oc3)CC2C)c1 (stereo unspecified) | -5.3
COCCCNC(=O)Cn1c(=O)n(Cc2ccc(F)cc2)c(=O)c2sccc21 | 1.4
CSc1nc2ccc(NS(=O)(=O)c3ccc4c(c3)OCCO4)cc2s1 | 13.7
Cc1noc(C)c1C(=O)NC(C)c1ccc2c(c1)OCO2 (stereo unspecified) | 2.7
COc1cc2c(cc1NC(=O)CSc1ccccn1)oc1ccccc12 | -11.5
Cc1c(CCC(=O)O)c(=O)n2c([nH]c3ccccc32)c1C#N | 7.1
COc1ccc(-c2c3c(nc4sc(C(=O)Nc5cc(C)on5)c(N)c24)CCC3)cc1 | 0.3
O=C(Cc1coc2ccc3ccccc3c12)N1CCN(c2ncccn2)CC1 | 1.9
CSCCC(C(=O)NC1=NCCS1)N1C(=O)c2ccccc2C1=O (stereo unspecified) | -4.5
COc1ccc(OC)c(C(=O)CSc2nnc(Cc3cccs3)n2C)c1 | -5.2
Cc1cc(C)nc(SCCC(=O)N2CCOCC2)n1 | -2.4
CCN(CC)S(=O)(=O)c1ccc(C(=O)Nc2cccc(C)c2)cc1 | -4.1
COc1ccc(CNC(=O)C2CCCN2S(=O)(=O)c2ccccc2)cc1 (stereo unspecified) | -26.2
O=C(c1ccccc1NS(=O)(=O)c1cccs1)N1CCOCC1 | 8.5
Cc1ccc2c(CSc3nc4nc(C)cc(C)n4n3)cc(=O)oc2c1 | -2.9
Cc1ccc(N2CC(C(=O)Nc3cc(C)ccc3F)CC2=O)cc1 (stereo unspecified) | -3.7
COc1ccc(Cl)cc1N(CC(=O)Nc1ccc2c(c1)OCCO2)S(C)(=O)=O | 3.4
CC(C)NC(=O)C1CC(=O)N(c2ccc(F)c(Cl)c2)C1 (stereo unspecified) | 6.0
COC(=O)c1ccc(COC(=O)c2ccc(S(=O)(=O)N3CCC(C)CC3)cc2)o1 | -3.6
CC(C)c1[nH]nc2c1C(c1cccnc1)C(C#N)=C(N)O2 (stereo unspecified) | -0.4
O=C(CN1CCN(S(=O)(=O)c2ccc(Br)cc2)CC1)Nc1ccc(F)cc1 | 3.1
CCN(CC)S(=O)(=O)c1ccc(N2CCCC2)c(C(=O)OCC(=O)/C(C#N)=C(\C)N)c1 | 0.3
CC1SC(=NC(=O)c2ccco2)NC1=O (stereo unspecified) | -12.2
CC1(CCc2ccc(O)cc2)NC(=O)NC1=O (stereo unspecified) | 5.9
CCOC(=O)C1=C(CNCCc2ccc(Cl)cc2)NC(=O)NC1c1ccc2c(c1)OCO2 (stereo unspecified) | 2.6
CC1Cn2c(nc3c2c(=O)[nH]c(=O)n3C)O1 (stereo unspecified) | -6.0
O=[N+]([O-])/C=C/c1cn(Cc2ccccc2)c2ccccc12 | 2.7
COc1ccc(N2CCN(C(=O)CC3NC4CCCCC4NC3=O)CC2)cc1 (stereo unspecified) | 0.3
c1ccc(C2NCCn3cccc32)cc1 (stereo unspecified) | 13.8
Cc1ccccc1NC(=O)Cn1nnc(-c2ccc(N3CCOCC3)cc2)n1 | -3.2

ARNT TACC3 PPI, entries above that show a hit.
SMILES | ARNT TACC3 PPI
C#CCOc1ccc(OC)cc1C(c1c(C)[nH][nH]c1=O)c1c(C)[nH][nH]c1=O | 36.6*

Further entries.
SMILES | ARNT TACC3 PPI
CCc1cccc(NC(=O)C2CCCN(S(=O)(=O)c3c(C)[nH]c(=O)[nH]c3=O)C2)c1 (stereo unspecified) | -2.9
CCCn1c(=O)c2ccccc2n2c(SCc3nc4ccccc4s3)nnc12 | -3.9
CCC(C)(C)n1nnnc1C(c1cccc(C#N)c1)N1CCN(c2cc(C)ccc2C)CC1 (stereo unspecified) | 1.4
Clc1ccccc1-c1nc(N/N=C/c2cccnc2)c2ccccc2n1 | 1.1
CN(C)S(=O)(=O)c1cc(C(=O)NCC2CCCO2)c(Cl)cc1Cl (stereo unspecified) | -8.4
COc1ccc(N2C(=O)CC(Sc3nc(C)c4c(n3)CCCC4)C2=O)cc1 (stereo unspecified) | -8.5
CCCNc1nc(NCC)nc(OC)n1 | 4.2
CSC1=NCCN1C(=O)c1c(F)cccc1Cl | 0.9
COc1ccc(S(=O)(=O)NCC(=O)N(CC(=O)NCC2CCCO2)c2cc(C)ccc2C)cc1 (stereo unspecified) | 0.6

Not all compounds are listed; count on the stated rates, not on these rows.
